PV pol inh = poliovirus RNA polymerase inhibition; P03300; poliovirus polymerase elongation, fluorescence polarization; stronger effect = lower value; % elongation, % (compound at 16.7 µg/mL); hit rate 0.66% among 150,000; in the data active = % elongation below about 90%; also: some results filed as inactive read as strong as hits
Target sequence (P03300 1749-2209 limits assumed): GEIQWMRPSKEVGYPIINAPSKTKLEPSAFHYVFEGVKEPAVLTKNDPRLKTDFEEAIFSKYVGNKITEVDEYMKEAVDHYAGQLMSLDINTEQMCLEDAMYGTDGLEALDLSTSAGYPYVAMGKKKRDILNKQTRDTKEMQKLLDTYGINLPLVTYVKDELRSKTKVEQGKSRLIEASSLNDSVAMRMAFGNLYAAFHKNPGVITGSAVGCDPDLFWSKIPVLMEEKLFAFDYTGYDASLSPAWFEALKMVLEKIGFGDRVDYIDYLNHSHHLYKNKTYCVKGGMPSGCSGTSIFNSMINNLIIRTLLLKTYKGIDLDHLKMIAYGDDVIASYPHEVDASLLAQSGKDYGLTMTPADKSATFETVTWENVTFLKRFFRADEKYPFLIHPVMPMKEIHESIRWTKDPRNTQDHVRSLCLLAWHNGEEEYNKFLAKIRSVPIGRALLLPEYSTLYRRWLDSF
PV pol inh FP z-score = further read-out of PV pol inh, marked with its call; z-score; measured here: FP z-score; hits read low
* marks the source's active call; other numbers are inactive results; & = joins results of further samples. Only part of the results is shown; count on the stated rates, not on these rows.

SMILES | PV pol inh | PV pol inh FP z-score
CN(C=O)CP(=O)(O)CN1CCOCC1 | 103 | 0.3
CC(=O)n1cc(-c2ccncc2)c2ccccc21 | 99 | -0.9
CCC(=O)N1CCc2cc(S(=O)(=O)Nc3ccccc3OC)ccc21 | 103 | 0.8
CCOC(=O)c1c(NC(=O)CCCOc2ccc(C(C)(C)C)cc2)sc2c1CCC2 | 97 | -1.3
Cc1ccc(NC(=S)NCCN(C2CCCCC2)C2CCCC2)cc1 | 100 | -1
CCOc1ccc(Oc2ccc(N)cc2)cc1 | 100 | -0.3
COc1ccc(CCC(=O)NCc2nc3cccnc3n2Cc2ccccc2)cc1 | 113 | 1.2
Clc1ccc2ncnc(NCc3ccc4c(c3)OCO4)c2c1 | 102&101 | 0.4&0.3
N/C(CCN1CCOCC1)=N/O | 102 | 0.5
COc1ccc(Oc2nccnc2C#N)cc1 | 100 | -0.5
CC(C)(CO)NC(=O)c1cc(-c2ccc(Cl)cc2Cl)on1 | 100 | -0.7
O=C(C1CCN(S(=O)(=O)c2ccc(Br)s2)CC1)N1CCN(c2ccc(F)cc2)CC1 | 111 | 0.6
Cc1cccc2c1-c1sc(C(=O)N3CCN(c4ccc(Cl)cc4)CC3)cc1CO2 | 97 | -2.6
CCc1c(C)sc(NC(=O)c2cc(CC(C)C)on2)c1C#N | 100 | -0.2
CCc1ccc(NS(=O)(=O)c2cc(Br)cnc2N)cc1 | 102 | 0
Cc1ccc(NC(=O)Cn2ccn(Cc3ccc(Cl)cc3)c(=O)c2=O)cc1C | 112 | 1
Cc1ccc2nc(Cl)c(/C=N/NC(=O)c3cccnc3)c(=O)n2c1 | 107 | 0.6
CCc1ccc(C2Nc3ccccc3NC3=C2C(=O)CC(C)(C)C3)cc1 (stereo unspecified) | 102 | -0.3
COc1ccc(C(c2c(C)[nH]c3ccccc23)N2CCOCC2)cc1 (stereo unspecified) | 102 | 0.1
Cc1nc2ccn(Cc3ccco3)c(=O)c2cc1C(=O)NCc1ccccc1 | 107 | 0.1
CC1(C)CC(C)(O)P(C)(=O)O1 (stereo unspecified) | 100 | 0
Cc1cc2c(N=NC(=O)C3CC34CCC4)c(O)[nH]c2cc1Br (stereo unspecified) | 103 | 0.4
CCOc1ccc(CNC(=O)Nc2ccc3c(c2)N(C)C(=O)c2ccccc2S3)cc1 | 104 | -0.7
COCCNC(=O)Cn1c(=O)n(CCCCCC(=O)NCc2ccccc2Cl)c(=O)c2sccc21 | 105 | -0.2
CCOc1ccccc1NC(=O)CSc1ncc2c(n1)-c1ccccc1N(CC)S2(=O)=O | 115 | 0.6
CCN1C(C(=O)c2ccccc2)=C(OC(=O)c2ccc(OC)cc2)c2ccccc2S1(=O)=O | 113 | 1.2
Cc1nc2sc(C(c3ccc(Cl)c(Cl)c3)N3CCCC3)c(O)n2n1 (stereo unspecified) | 98 | -0.9
CCN(Cc1ccc2c(c1)OCCO2)C(=O)c1ccccc1C(=O)N(C)C1CCCCC1 | 101 | -0.2
NS(=O)(=O)c1ccc(C(=O)Nc2cccc(-c3ccc4nncn4n3)c2)cc1 | 103 | 0.1
COc1ccc(N(C)C(=O)C2COc3ccccc3O2)cc1 (stereo unspecified) | 104 | 0.1

The last 3 entries of the section above lead into the next.
SMILES | PV pol inh | PV pol inh FP z-score
CCN(Cc1ccc2c(c1)OCCO2)C(=O)c1ccccc1C(=O)N(C)C1CCCCC1 | 101 | -0.2
NS(=O)(=O)c1ccc(C(=O)Nc2cccc(-c3ccc4nncn4n3)c2)cc1 | 103 | 0.1
COc1ccc(N(C)C(=O)C2COc3ccccc3O2)cc1 (stereo unspecified) | 104 | 0.1
CC(C)(C)C(=O)N1c2ccccc2CCc2ccccc21 | 98 | -0.8
O=C(Nc1ccc(OC(F)(F)F)cc1)c1cccn(Cc2ccccc2Cl)c1=O | 111 | 0.8
NC(=O)CCNCc1ccccc1 | 104 | 0.5
Cc1cc(C(=O)COC(=O)c2ccc(NC(=O)CC#N)cc2)c(C)n1-c1ccc2c(c1)OCCO2 | 117 | 2.2
Nc1ccccc1-c1nnn(CC(=O)NC2CCCC2)n1 | 103 | 0.8
C/C(=N\OCC(=O)Nn1c(=O)[nH]c2ccccc2c1=O)c1ccccc1 | 101 | -0.4
Cc1nc2scc(C)n2c(=O)c1S(=O)(=O)Nc1cccc(O)c1 | 105 | -0.1
COc1ccc(CCNC(=O)Nc2ccccc2C)cc1OC | 101 | 0.4
CC(=O)Nc1ccc(NC(=O)C(C)OC(=O)c2c(F)cccc2F)cc1 (stereo unspecified) | 101 | -0.2
CN(C)S(=O)(=O)Cc1ccccc1Cl | 101 | -0.3
Oc1c(Cl)cc(Cl)cc1C=Nc1ccc2n[nH]nc2c1 | 106 | 0.1
COc1cccc(NC(=O)CCc2c(C)nc3ncnn3c2C)c1 | 107 | -0.1
CCCn1c(SCC(=O)N2CCC(C)Sc3ccccc32)n[nH]c1=O (stereo unspecified) | 105 | 0.6
CC(C)(C)N1CC(c2nc3ccccc3[nH]2)CC1=O (stereo unspecified) | 102 | -0.1
Cc1ccc(NC(=O)CC2Oc3ccccc3NC2=O)cc1 (stereo unspecified) | 100 | -0.9
COc1ccc(Nc2nn3c(=O)c4cc5c(cc4nc3s2)OCO5)c(OC)c1 | 102 | -0.7
COC(=O)c1ccc(COc2ccc(F)cc2)cc1 | 101 | 0.1
O=C(NCC(c1cccnc1)N1CCN(Cc2ccccc2)CC1)C(=O)Nc1ccc(Cl)cc1 (stereo unspecified) | 110 | 0.3
O=S(=O)(Nc1ccc(O)cc1)c1ccc2oc3ccc(S(=O)(=O)Nc4ccc(O)cc4)cc3c2c1 | 102 | 0
Cn1c(=O)c2c(nc(NN=C3CCCCC3)n2C)n(C)c1=O | 99 | -0.6
COc1ccc(CN(C)c2ccc(-c3nc(-c4ccc(OC)c(OC)c4)no3)cc2[N+](=O)[O-])cc1 | 107 | -0.2
O=C(Nc1cccc(C(F)(F)F)c1)c1ccccn1 | 103 | 0.1
CCOc1cccc2sc(N3CCN(C(=O)c4ccc5c(c4)CCCC5)CC3)nc12 | 107 | 0
CC1CCCCN1C(=O)c1cc2ccccc2oc1=O (stereo unspecified) | 101 | -0.2
c1ccc(CN2CCN(CCN3CCCCC3)CC2)cc1 | 97 | -0.6
Cc1ccc(NC(=O)c2ccc(CN3CC(=O)N4CCCCC4C3=O)cc2)c(C)c1 (stereo unspecified) | 116 | 1
Cc1ccccc1Cn1cccc(C(=O)Nc2nc3ccccc3s2)c1=O | 106 | -0.4
CC1CCCC(C)N1C(=S)NCCCN1CCOCC1 (stereo unspecified) | 110 | 0.6
O=C(COC(=O)c1cc2ccccc2cc1O)c1ccc(OCc2ccccc2)cc1 | 102 | 0.2
Cc1c(/C=C2/N=C(c3ccccc3)OC2=O)cc(C#N)n1C | 98 | -0.6

7 compounds picked at random from the list so far, as already listed:
SMILES | PV pol inh | PV pol inh FP z-score
c1ccc(CN2CCN(CCN3CCCCC3)CC2)cc1 | 97 | -0.6
CC1CCCCN1C(=O)c1cc2ccccc2oc1=O (stereo unspecified) | 101 | -0.2
CCOc1cccc2sc(N3CCN(C(=O)c4ccc5c(c4)CCCC5)CC3)nc12 | 107 | 0
Cc1ccccc1Cn1cccc(C(=O)Nc2nc3ccccc3s2)c1=O | 106 | -0.4
COc1ccc(CN(C)c2ccc(-c3nc(-c4ccc(OC)c(OC)c4)no3)cc2[N+](=O)[O-])cc1 | 107 | -0.2
O=C(COC(=O)c1cc2ccccc2cc1O)c1ccc(OCc2ccccc2)cc1 | 102 | 0.2
CC1CCCC(C)N1C(=S)NCCCN1CCOCC1 (stereo unspecified) | 110 | 0.6

Next records follow:
SMILES | PV pol inh | PV pol inh FP z-score
O=C1CC(c2ccc(Cl)cc2)n2ncnc2N1 (stereo unspecified) | 103 | 0.3
CCC(C(=O)NCc1ccco1)n1c(SCc2ccc(F)cc2)nc2cccnc21 (stereo unspecified) | 101 | -0.5
O=C(Nc1nccs1)C1CC2CCCC(C1)C2=O (stereo unspecified) | 101 | -0.4
O=C(Nc1ccc2[nH]ncc2c1)/C(=C/c1ccco1)NC(=O)c1ccccc1 | 101 | -0.6
COc1ccccc1OCC(=O)N1C(C)CCCC1C (stereo unspecified) | 101 | -0.2
NC1=NCCN1CC(=O)O | 100 | 0.1
Cn1c(CC(=O)Nc2ccccc2)n[nH]c1=S | 100 | -0.2
Cc1cc(O)cc(O)c1C(=O)Cc1cnn(-c2ccccc2)c1 | 101 | -0.2
C=CCNC(=O)C1C(=O)Nc2nc3ccccc3nc21 (stereo unspecified) | 101 | -0.4
S=c1cc(-c2ccccc2)ss1 | 88* | -2.2*
Cc1ccc(NC(=O)C2C3C=CC4(O3)C2C(=O)N(c2ccccc2F)C4C(=O)NC2CCCC2)cc1 (stereo unspecified) | 103 | 0.5
Cc1cccc(Cn2nc(Cc3cccnc3)c3ccccc3c2=O)c1 | 105 | 0.9
CC(=O)Oc1ccccc1OCc1nn(C)c2ccccc12 | 100 | -0.5
CCN(CC)CCOc1ccc2nc(N(C)C)sc2c1 | 100 | -0.2
O=C(Nc1cccc2nonc12)C(F)(F)C(F)(F)C(F)(F)F | 102 | 0.7
COc1ccccc1CNC(=O)CCC(=O)N1CC2CCCN2c2ccccc21 (stereo unspecified) | 106 | 0
O=C(Nc1ccccc1)C1CCN(c2cnccn2)CC1 | 101 | -0.5
CC(CNC(=O)CN1C(=O)COc2ccc(S(=O)(=O)N3CCCCC3)cc21)c1ccccc1 (stereo unspecified) | 110 | -0.6
COc1ccccc1CNC(=O)CCCn1nc(C)c2c(C)n(-c3ccc(C)cc3)nc2c1=O | 105 | -0.7
COc1ccccc1OCC(=O)N(C)c1ccccc1 | 101 | 0.1
CCn1c2ccccc2c2cc(/C=C/C(=O)O)ccc21 | 101 | -0.3
CSc1ccc(C(C(C(=O)c2cccs2)N2CCOCC2)N2CCOCC2)cc1 (stereo unspecified) | 104 | 0.7
O=C(c1cc2cc(Br)ccc2oc1=O)N1CCN(c2ccccc2F)CC1 | 101 | 0.2
CS(=O)(=O)n1nc(-c2ccco2)nc1N | 106 | 1.6
CN(CCc1ccccn1)C(=O)c1cccnc1Oc1ccc(Cl)cc1 | 104 | 0
O=C(NCc1ccco1)c1ccc(-n2cnc3cccnc32)cc1 | 105 | 1.1
O=S(=O)(c1ccccc1F)N1C2CCC1CC(O)(c1ccccc1F)C2 (stereo unspecified) | 103 | 0.2
Cc1cc(C)c2c(CC(=O)O)coc2c1 | 103 | 0.3
COC(=O)c1c(SC)nc2ccccc2c1OC | 100 | -0.3
C=CCN1C(=S)N[C@@H]2CS(=O)(=O)C[C@@H]21 | 101 | -0.1

Full records from above. Order of screens: PV pol inh	PV pol inh FP z-score
`Cc1c(/C=C2/N=C(c3ccccc3)OC2=O)cc(C#N)n1C` as listed: 98	-0.6
`O=C(Nc1ccc2[nH]ncc2c1)/C(=C/c1ccco1)NC(=O)c1ccccc1` as listed: 101	-0.6

The listing continues.
SMILES | PV pol inh | PV pol inh FP z-score
CC(=O)N(C(C)=O)n1c(C)nc2c(sc3nnc(-c4ccccc4)c(-c4ccccc4)c32)c1=O | 106 | 0.3
CC(C)CN(C(=O)c1ccc(Cl)cc1)c1c(N)n(CC(C)C)c(=O)[nH]c1=O | 105 | 0.1
CS(=O)(=O)N1CCN(C(=O)CSc2ccccc2)CC1 | 101 | 0.3
CC(=O)NC1CCN(C(=O)Nc2ccccc2)CC1 | 102 | 0.1
CC1CCN(C(=O)CSc2c(C(C)C)cnc3c2c(=O)n(C)c(=O)n3C)CC1 | 104 | -0.9
C=C(C)CSc1nc2c(c(=O)n1-c1ccccc1)CC1=C(CC(C)(CC)OC1)N2 (stereo unspecified) | 101 | -0.2
COc1ccc(OC)c(CCNC(=O)CN2C(=O)COc3ccc(S(=O)(=O)N4CCC(C)CC4)cc32)c1 | 104 | 0
Cc1ccc(N2C(=O)SC(N(CC(=O)O)c3ccccc3)C2=O)cc1 (stereo unspecified) | 102 | 0.4
CS(=O)(=O)c1ncc(Cl)c(C(=O)N(Cc2ccc(Cl)cc2)Cc2ccco2)n1 | 111 | -0.3
CCOC(=O)c1cnc2c(C)c(Cl)ccc2c1Nc1ccc(C)cc1C | 103 | -0.3
CC(=O)N(c1nccs1)C1CCCCC1 | 101 | -0.6
CCN(CC)c1ccc(N=C2C(=C(C#N)C#N)c3ccccc3C2=C(C#N)C#N)cc1 | 107 | 0.2
COc1ccccc1OCCC(=O)NC1CCCCC1C (stereo unspecified) | 102 | 0
Cc1cccc(N=C(N)NC(N)=O)c1 | 99 | -0.5
CCOc1ccccc1NC(=O)c1c(NC(=O)c2cccc(C)c2)sc2c1CCCC2 | 106 | 0.5
C=CCn1c(CCNC(=O)c2cccs2)nnc1SCC(=O)c1ccc(Br)cc1 | 103 | 1.2
COc1ccc2c(CC(=O)Nc3ccccc3)coc2c1 | 105 | 0.3
O[C@H]1CCCC2CCCCC21 (stereo partly specified) | 104 | 0.8
O=C(O)C1CSC(C2CC=CCC2)N1 (stereo unspecified) | 107 | 0.5
CN(C)S(=O)(=O)c1cccc(C(=O)OCc2cc(=O)n3ccsc3n2)c1 | 105 | 0.3
CC(=O)Oc1ccc(/C=C2/C(=N)N3C(=NC2=O)SN=C3SC(C)C)cc1 | 102 | 0.1
CC(C)=CCSc1nc2sc3c(c2c(=O)[nH]1)CCCC3 | 101 | 0.3
CCOC(=O)CSc1nnc2c3ccccc3n(C)c2n1 | 102 | 0.1
OCC1CCCN(Cc2ccc(Br)o2)C1 (stereo unspecified) | 101 | 0.5
COc1ccccc1OCc1nc(-c2cccc(C)c2)no1 | 107 | 0.6
